Vif-A3F inh: Vif-A3F binding inhibition; HeLa A3F-eYFP + Vif (tagged APOBEC3F with the HIV-1 protein that degrades it), YFP fluorescence increase; Potency, µM (titrated, usually from 46.1 µM), for the others: at the top dose activity, negative = active; 390,000 compounds, 0.2% hits; AID 602313; also: potency is read from the fitted curve at half-maximal effect; % of control where 0% means no effect; nearly all actives have a fitted effect of over 65% in size
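HeLa cells stably expressing Vif plus C-terminally eYFP-tagged A3F were seeded, incubated overnight at 37 deg C, dosed with compound, incubated overnight again at 37 deg C. Yellow fluorescence (Ex 488/Em 500-530) reported blocked Vif-mediated A3F-eYFP degradation.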
RGS4 inh: human RGS4 inhibition; Transcreener GDP fluorescence polarization, RGS4-accelerated GTP hydrolysis; Potency, µM (doses to about 114 µM), inactives show at the highest dose activity change, negative = inhibition, usual class: inhibitors; 390,000 compounds, 0.039% hits; P49798; also: potency is read from the fitted curve at half-maximal effect; % is scaled to controls: 0 for no effect and ±100 for the full control effect; nearly all actives have a fitted effect of over 75% in size; some results filed as inactive show a strong effect at the top dose
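MLSMR compounds (23 nl, pin-transferred) preincubated 10 min at room temperature with a 500nM (2x) first reagent, then RGS4 at 900nM (2x) plus Transcreener GDP mix added; fluorescence polarization (620/688 nm) read before and after 90 min at 30 °C.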
D2 antagonist: D2 dopamine receptor (human) antagonism; 340,000 compounds, 2% hits; inhibition, % at 10 µM; P14416; HEK293 TREx D2 cells, calcium flux, dopamine EC80; AID 485344; in the data active = inhibition above about 30%; also: 0% is about no effect
Target sequence (P14416 whole entry, looked up): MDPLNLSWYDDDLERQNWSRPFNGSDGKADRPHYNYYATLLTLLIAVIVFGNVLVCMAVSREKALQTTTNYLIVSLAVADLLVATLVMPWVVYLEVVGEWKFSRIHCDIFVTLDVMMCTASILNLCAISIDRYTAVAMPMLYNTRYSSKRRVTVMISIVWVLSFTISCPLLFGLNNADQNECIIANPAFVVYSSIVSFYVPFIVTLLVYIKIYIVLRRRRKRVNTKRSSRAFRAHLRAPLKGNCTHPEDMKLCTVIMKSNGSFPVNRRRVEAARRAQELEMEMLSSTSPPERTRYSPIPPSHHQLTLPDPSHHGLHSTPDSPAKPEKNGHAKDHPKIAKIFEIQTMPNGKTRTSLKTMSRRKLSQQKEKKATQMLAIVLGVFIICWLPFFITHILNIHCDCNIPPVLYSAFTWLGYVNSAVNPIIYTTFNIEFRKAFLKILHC
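Calcium mobilization kinetics were recorded at 1 s intervals in tetracycline-induced HEK293 T-REx D2 cells, first for 180 s after compound addition and then 180 s after EC80 dopamine.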
GRP78 ERSR act: inducers of ER stress response in human glioma cells | 420,000 compounds, 0.02% hits | U87-MG GRP78 promoter luciferase reporter, 16 h | AID 602332 | Potency, µM, for the others: top-dose activation, most hits filed as activators; also: potency is read from the fitted curve at half-maximal effect; series mostly up to about 76 µM; % of control where 0% means no effect; nearly all actives have a fitted effect of over 35% in size
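Stably transfected U87-MG human glioma cells carrying a GRP78-based luminescent sensor were seeded at 1000 cells/well, pin-dosed with compounds and incubated 16 h. Luciferase reagent was then added, and end-point luminescence was read after 10 min at room temperature.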
ERG-DNA inh: blocks human ERG Ets domain binding to DNA. P11308. fluorescence polarization, His-ERG Ets domain / labelled DNA. Potency, µM (series often up to 76.9 µM), for the others: top-dose FP activity, negative = inhibition, hits mostly inhibitors. 370,000 compounds, 0.028% hits; active = well fitted inhibition curve with a large enough effect in the polarisation, with a control signal flat; inconclusive = small, poorly fitted or top-dose-only effect, or effect the other way, or a change in a side signal; inactive = no such curve, though single readings can be large or run the other way; the % refers to the polarisation;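 also: polarization taken with two DNA probes labelled with fluorescein and Texas red; potency is read from the fitted curve at half-maximal effect; % of control where 0% means no effect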
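His-tagged ERG Ets domain (1 uM in the protein solution; 300mM KCl, 50mM Tris-HCl, 1mM EDTA, 1mM DTT, pH 7.5) received compound, then a probe mix of 5 nM fluorescein-DNA and 100nM Texas-615-DNA. Fluorescence polarization was read for both dyes.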
Vif-A3G inh: inhibitors of Vif-APOBEC3G interaction; Q9HC16; HeLa A3G-eYFP + Vif (tagged APOBEC3G with the HIV-1 protein that degrades it), YFP fluorescence, overnight; Potency, µM (series often up to 46.1 µM), for inactives: at the top dose activity, negative = active, most hits filed as inhibitors; 410,000 compounds, 0.076% hits;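 also: potency is read from the fitted curve at half-maximal effect; % is scaled to controls: 0 for no effect and ±100 for the full control effect; nearly all actives have a fitted effect of over 60% in size; hits raise eYFP signal because A3G escapes Vif-driven loss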
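Read-out is eYFP fluorescence (Ex 488/Em 500-530) from Vif-expressing HeLa A3G-eYFP cells; more signal means A3G escaped Vif-mediated degradation. Cells plated overnight, compound pinned in, incubated overnight at 37 deg C.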
LDHA inh: LDHA (human) enzyme inhibition. P00338. purified LDHA, NADH/diaphorase-resazurin fluorescence; hits give low values. activity change, % (values are at about 110 or 230 µM). 480,000 compounds, 0.15% hits; in the data active = activity change below about -30%; inconclusive = mostly about -25% to -30%;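 also: plate controls were DMSO wells for no effect and wells without enzyme for full effect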
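Human LDH5 at 2 nM final in Tris HCl pH 7.4 with 0.06 mM NADH and 0.2 mM pyruvate, reacted 5 minutes at room temperature. Remaining NADH coupled via diaphorase/resazurin; resorufin fluorescence read at 0 and 20 minutes, normalized to enzyme-free and DMSO wells.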
D2 ag: activates the human D2 dopamine receptor | P14416 | HEK293 T-REx D2 cells, calcium flux agonist mode | activation, % at 2 µM | 340,000 compounds, 0.53% hits | AID 485358;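 active = activation over 3 SD above normal in the single-dose calcium agonist read, cut at about 30% in these data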; also: 0% is about no effect
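Tetracycline-induced HEK293 Trex cells with D2 receptor force-coupled to calcium signaling, plated overnight at 30 C and loaded with no-wash calcium dye. Calcium flux read kinetically for 180 s after compound addition; responses flag agonists.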
12-LOX inh: inhibitors of human 12S-lipoxygenase ALOX12 | purified 12hLO, xylenol orange hydroperoxide absorbance | AID 1671190 | 580,000 compounds, 1.1% hits | Potency, µM (highest dose often 108 µM), for inactives: top-dose activity change, negative = inhibition, usual class: inhibitors | P18054; also: potency is read from the fitted curve at half-maximal effect; % is scaled to controls: 0 for no effect and ±100 for the full control effect
Target sequence (P18054 whole entry, looked up): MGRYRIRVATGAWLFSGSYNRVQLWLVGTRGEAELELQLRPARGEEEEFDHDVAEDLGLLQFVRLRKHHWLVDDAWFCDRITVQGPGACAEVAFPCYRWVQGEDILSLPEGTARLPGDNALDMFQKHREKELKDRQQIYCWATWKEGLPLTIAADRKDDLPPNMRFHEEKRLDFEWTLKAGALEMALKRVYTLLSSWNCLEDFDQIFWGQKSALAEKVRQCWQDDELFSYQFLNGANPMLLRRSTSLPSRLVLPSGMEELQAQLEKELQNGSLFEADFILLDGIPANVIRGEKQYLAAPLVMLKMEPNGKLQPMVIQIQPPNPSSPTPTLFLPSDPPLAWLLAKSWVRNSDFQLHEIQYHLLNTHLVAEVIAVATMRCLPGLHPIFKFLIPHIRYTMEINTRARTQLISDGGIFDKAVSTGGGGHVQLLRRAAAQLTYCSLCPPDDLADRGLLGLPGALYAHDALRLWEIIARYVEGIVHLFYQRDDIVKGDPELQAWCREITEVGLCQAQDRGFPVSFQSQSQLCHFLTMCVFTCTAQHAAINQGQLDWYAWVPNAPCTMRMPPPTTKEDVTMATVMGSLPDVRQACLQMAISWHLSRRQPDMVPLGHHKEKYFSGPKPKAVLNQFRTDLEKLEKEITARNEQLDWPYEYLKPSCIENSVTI
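Hydroperoxide product was detected by ferrous iron/xylenol orange as the 573 to 405 nm absorbance ratio. Arachidonic acid at 40 uM (final) was turned over for 30 min at room temperature by 150 nM human 12hLO, pH 7.0 Hepes buffer, after 15 min compound preincubation.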
The depositor's hits bear a star; ? = inconclusive; nt = not tested or not shown; & = joins results of further samples; [ ] = dose if it differs, or a comment. Unless noted, calls follow the shape of the dose curve; as a rule, active = well fitted curve in the direction sought with a large enough effect; inconclusive = small, poorly fitted or top-dose-only effect, or another doubt; inactive = no such curve, though single readings can be large; an effect the other way counts as inactive or inconclusive. This is a subset; rates above refer to the full screens.

#1 O=C(O)Cc1sc(NC2CCCCC2)nc1-c1ccc(Cl)cc1
#2 Cn1nc(C2CC2)cc1NC(=O)C1(C)CCN1C(=O)CC(c1ccccc1)c1ccccc1 (configuration not stated)
#3 CCCC(=O)Nc1nnc(S(=O)(=O)N(CC)c2ccc(OC)cc2)s1
#4 CCC(C)[C@H](NC(=O)[C@@H]1Cc2ccccc2CN1)C(=O)NCc1ccc(C)cc1 (some centres not stated)
#5 CC#CCN1c2ccccc2[C@]23C[C@@H](C(=O)OC)N(C(=O)c4ccco4)C2=NC(C(=O)OC)=C(C(=O)OC)[C@H]13
#6 CC1CCCCN1Cc1c(O)ccc2c(=O)c(-c3cccc(Cl)c3)c(C(F)(F)F)oc12 (configuration not stated)
#7 CCOC(=O)[C@@H]1[C@H]2COc3ccccc3[C@@H]2N2C(=O)N(c3ccccc3)C(=O)[C@@]12C
#8 CC(/C=C/c1ccccc1F)=N\NC(=O)c1ccc(Cl)cc1

Compound	1	2	3	4	5	6	7	8
Vif-A3F inh	25µM*	nt	0%	-2%	-3%	-7%	5%	4%
RGS4 inh	-16%	nt	9%	nt	-7%	21%	14%	?
D2 antagonist	nt	nt	1	nt	13	nt	13	-6
GRP78 ERSR act	2%	-1%	-2%	-4%	-4%	-4%	-2%	0%
ERG-DNA inh	-15%	nt	8%	nt	14%	9%	-4%	-1%
Vif-A3G inh	-27%	-1%	0%	5%	2%	5%	5%	-1%
LDHA inh	-1&4	-3	-5	10&0	-15	-7	-17	-12
D2 ag	nt	nt	0.2	nt	0.6	0.2	-0.1	-2.1
12-LOX inh	?	-16%	0%	-27%&-8%	1%	-20%	nt	-4%

#9 Cn1c(=O)oc2cc(S(=O)(=O)CCC(=O)N3CCN(c4ccccc4)CC3)ccc21
#10 O=C(CN(C(=O)CCC(=O)Nc1nccs1)c1cccc(F)c1)NCC1CCCO1 (configuration not stated)
#11 N#CC1=C(N)OC2=C(C(=O)CCC2)C1C1C=CCCC1 (configuration not stated)
#12 CC(C)NCCCCOc1ccc(Br)cc1Cl
#13 CC(=O)c1c(C(C)=O)c(C)n(Cc2ccc3c(c2)OCO3)c1C
#14 COc1ccc(C)cc1NC(=O)COC(=O)c1ccc2c(c1)OCCO2
#15 COc1ccc(N2CCN(CCC3Oc4cc([N+](=O)[O-])ccc4NC3=O)CC2)cc1 (configuration not stated)
#16 O=C(c1cccc2ccccc12)C1CCCN(C(=O)C2CCOCC2)C1 (configuration not stated)

Compound	9	10	11	12	13	14	15	16
Vif-A3F inh	3%&2%	-1%	-9%	-6%	13%	-7%	-13%	-2%
RGS4 inh	11%[11.4 µM]	-7%	?	0%	-2%	9%	-1%	30%
D2 antagonist	-12	9	17	-8	-5	-2	23	-1
GRP78 ERSR act	0%&-3%	-6%	-4%	-3%	-6%	-4%	-6%	11%
ERG-DNA inh	3%&-3%	-1%	-2%	1%	-18%	8%	-1%	0%
Vif-A3G inh	5%&1%	0%	-5%	2%	3%	-11%	2%	1%
LDHA inh	2&-4	-4	-4	-15	1	0	-10	-9
D2 ag	2.2&0.9	0.7	-0.4	0.9	0.9	0.0	-0.2	0.1
12-LOX inh	?	4%	?	?	7%	390%[activator]	0%	-4%

#17 O=C(NCCCN1CCCCC1)c1ccc(CS(=O)c2ccc(F)cc2)o1 (configuration not stated)
#18 O=C(COc1ccc(F)cc1)N(Cc1ccc(Cl)cc1)C1CCS(=O)(=O)C1 (configuration not stated)
#19 O=C(c1ccc(Cl)c(S(=O)(=O)N2CCCC2)c1)N1CCN(c2ccccc2)CC1
#20 CC(=O)Oc1ccc(C(=O)Nc2ccc(S(=O)(=O)NCC3CCCO3)cc2)cc1 (configuration not stated)
#21 CS(=O)(=O)c1ccc(Cl)c(NC(=O)C2CC(=O)N(c3ccc4c(c3)OCCO4)C2)c1 (configuration not stated)
#22 CCCn1nc(C(=O)NCC2COc3ccccc3O2)c2ccccc2c1=O (configuration not stated)
#23 O=S(=O)(c1cccc2nonc12)N1CCN(c2ccccc2F)CC1
#24 CSC[C@H]1CN(c2ccc(Br)cc2)C(=O)[C@@H]1CC(=O)Nc1ccccc1

Compound	17	18	19	20	21	22	23	24
Vif-A3F inh	1%	0%	7%	-1%	2%	-1%	1%	2%
RGS4 inh	-3%	-24%[56.9 µM]	?	-13%	-19%	-4%	-1%	nt
D2 antagonist	32*	17	-22	-11	-15	3	-15	nt
GRP78 ERSR act	-5%	1%	-2%	-5%	-3%	-2%	0%	-2%
ERG-DNA inh	-9%	14%	14%	2%	1%	8%	0%	nt
Vif-A3G inh	-3%	-1%	-4%	2%	1%	-15%	2%	0%
LDHA inh	0	-3	-8	0	5	-1&13	-4	0
D2 ag	0.8	1.2	-0.3	0.3	0.5	-1.5	-0.2	nt
12-LOX inh	-12%	-1%	?	2%	2%	9%&-27%	1%	-4%

#25 CCOc1ccc(S(=O)(=O)N2Cc3ccccc3CC2C(=O)Nc2ccc(NC(C)=O)cc2)cc1 (configuration not stated)
#26 COc1ccc(NC(=O)Nc2ccccc2SC)c(OC)c1
#27 CCOc1ccc2[nH]c(=S)[nH]c2c1
#28 CC(C)CNC(=O)COc1ncnc2sccc12
#29 Cc1nc2ccc(Br)cn2c(=O)c1Cl
#30 Cc1ccccc1CCNC(=O)C1CCN(c2nc3ccccc3nc2C(F)(F)F)CC1
#31 CCc1ccc2c(CSc3nnnn3C)cc(=O)oc2c1
#32 CCOC(=O)c1nn(-c2ccc(OCC)cc2)c(C)c1C(C)=O

Compound	25	26	27	28	29	30	31	32
Vif-A3F inh	1%	4%	-8%	-10%	8%	0%	-20%	5%
RGS4 inh	-1%	-44%	-45%	3%	-14%	0%	-20%	14%
D2 antagonist	nt	-6	1	10	-1	nt	8	-5
GRP78 ERSR act	0%	7%	-3%	0%	-5%	-4%	-3%	-2%
ERG-DNA inh	6%	31%[activator]	-2%	-5%	5%	-2%	2%	-9%
Vif-A3G inh	3%	-1%	-3%	-2%	-1%	3%	-6%	-4%
LDHA inh	2	-3	-6	-2	-2	-17	0	2
D2 ag	-0.5	-0.4	-0.3	1.7	-0.6	0.5	-1.0	-0.1
12-LOX inh	-10%	-9%	?	21%	34%[activator]	-24%	-6%	-22%

#33 O=C(COC(=O)c1ccccn1)c1cccc(Br)c1
#34 COc1nccnc1NS(=O)(=O)c1ccc(NC(=O)c2ccc(F)cc2)cc1
#35 CCSC1=NCCN1C(=O)c1c(-c2ccccc2Cl)noc1C
#36 Cn1c(=O)n(Cc2ccc(F)cc2)c(=O)c2c1nc1n2CCN1Cc1ccco1
#37 COc1cnc(-c2ccccn2)nc1Oc1ccccc1
#38 COc1ccc(NC(=O)Cc2ccsc2)c(OC)c1
#39 Cc1ccc(Nc2ccc(N)cc2S(=O)(=O)O)cc1
#40 CC/C(O)=C1\C(=O)CC(c2ccccc2)CC1=NC(C)C (configuration not stated)

Compound	33	34	35	36	37	38	39	40
Vif-A3F inh	0%	5%	-8%	0%	11%	0%	3%	2%
RGS4 inh	10%	18%	19%	-18%	?	17%	-2%	-16%
D2 antagonist	10	-18	nt	-12	2	18	19	4
GRP78 ERSR act	-5%	-4%	-3%	-5%	5%	-3%	-5%	-4%
ERG-DNA inh	-3%	-2%	10%	-7%	-15%	11%	-28%	-11%
Vif-A3G inh	0%	-2%	0%	-3%	0%	-2%	1%	2%
LDHA inh	-5	-11	-10	-3	1	4	4	-5
D2 ag	1.2	0.1	nt	0.1	-0.2	-3.3	0.7	0.5
12-LOX inh	-16%	?	5%	-5%	0%	4%	?	32%

The final 3 entries of the part before come first, to join the parts.
#38 COc1ccc(NC(=O)Cc2ccsc2)c(OC)c1
#39 Cc1ccc(Nc2ccc(N)cc2S(=O)(=O)O)cc1
#40 CC/C(O)=C1\C(=O)CC(c2ccccc2)CC1=NC(C)C (configuration not stated)
#41 COc1ccccc1S(=O)(=O)Cc1ccc(C(=O)NCCN2CCCCCC2)o1
#42 Cc1ccccc1NC(=O)COC(=O)/C=C/c1cccc(C(F)(F)F)c1
#43 COCCOC(=O)C1=C(C)NC(=O)NC1/C=C/c1ccccc1 (configuration not stated)
#44 O=C(O)CCCCc1nc2ccccc2s1
#45 O=C(CC(=O)Nc1ccc(Cl)c(Cl)c1)N/N=C/c1ccc(O)cc1
#46 COc1ccc(CCN2C(=O)CC(N3CCN(S(=O)(=O)c4ccccc4)CC3)C2=O)cc1OC (configuration not stated)

Compound	38	39	40	41	42	43	44	45	46
Vif-A3F inh	0%	3%	2%	0%	2%	5%	-10%	-17%	-14%
RGS4 inh	17%	-2%	-16%	-38%	-23%	5%	23%	-11%	-18%
D2 antagonist	18	19	4	11	-2	19	1	8	7
GRP78 ERSR act	-3%	-5%	-4%	-4%	-6%	-7%	-1%	-3%	-5%
ERG-DNA inh	11%	-28%	-11%	-3%	-1%	5%	3%	0%	2%
Vif-A3G inh	-2%	1%	2%	3%	1%	0%	0%	-5%	-6%
LDHA inh	4	4	-5	2	-10	-15	2	-2	2
D2 ag	-3.3	0.7	0.5	1.0	0.9	0.6	-0.5	-0.4	0.5
12-LOX inh	4%	?	32%	275%[activator]	28%	0%	-12%	?	-7%
